# Screens from PubChem BioAssay.
# LDHA inh: LDHA (human) enzyme inhibition; P00338; purified LDHA, NADH/diaphorase-resazurin fluorescence; hits give low values; activity change, % (values are at about 110 or 230 µM); 480,000 tested, 0.15% active; AID 1347041; in the data active = activity change below about -30%; inconclusive = mostly about -25% to -30%;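 note: plate controls were DMSO wells for no effect and wells without enzyme for full effect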
#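 Enzyme activity of human lactate dehydrogenase 5 (2 nM; 0.06 mM NADH, 0.2 mM pyruvate, 5 min, RT) is measured via a resazurin/diaphorase fluorescence readout of residual NADH.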
# POLK inh: inhibitors of human DNA polymerase kappa; Q9UBT6; purified Pol kappa, fluorescent DNA synthesis assay, 10 min; Potency, µM (titrated, usually from 107 µM), without a hit: at the top dose activity, negative = inhibition, usual class: inhibitors; 400,000 tested, 0.53% active; note: potency is the fitted concentration of half-maximal effect; % is set by controls: 0 for no effect and ±100 for the full control effect
# Target sequence (Q9UBT6 whole entry, looked up): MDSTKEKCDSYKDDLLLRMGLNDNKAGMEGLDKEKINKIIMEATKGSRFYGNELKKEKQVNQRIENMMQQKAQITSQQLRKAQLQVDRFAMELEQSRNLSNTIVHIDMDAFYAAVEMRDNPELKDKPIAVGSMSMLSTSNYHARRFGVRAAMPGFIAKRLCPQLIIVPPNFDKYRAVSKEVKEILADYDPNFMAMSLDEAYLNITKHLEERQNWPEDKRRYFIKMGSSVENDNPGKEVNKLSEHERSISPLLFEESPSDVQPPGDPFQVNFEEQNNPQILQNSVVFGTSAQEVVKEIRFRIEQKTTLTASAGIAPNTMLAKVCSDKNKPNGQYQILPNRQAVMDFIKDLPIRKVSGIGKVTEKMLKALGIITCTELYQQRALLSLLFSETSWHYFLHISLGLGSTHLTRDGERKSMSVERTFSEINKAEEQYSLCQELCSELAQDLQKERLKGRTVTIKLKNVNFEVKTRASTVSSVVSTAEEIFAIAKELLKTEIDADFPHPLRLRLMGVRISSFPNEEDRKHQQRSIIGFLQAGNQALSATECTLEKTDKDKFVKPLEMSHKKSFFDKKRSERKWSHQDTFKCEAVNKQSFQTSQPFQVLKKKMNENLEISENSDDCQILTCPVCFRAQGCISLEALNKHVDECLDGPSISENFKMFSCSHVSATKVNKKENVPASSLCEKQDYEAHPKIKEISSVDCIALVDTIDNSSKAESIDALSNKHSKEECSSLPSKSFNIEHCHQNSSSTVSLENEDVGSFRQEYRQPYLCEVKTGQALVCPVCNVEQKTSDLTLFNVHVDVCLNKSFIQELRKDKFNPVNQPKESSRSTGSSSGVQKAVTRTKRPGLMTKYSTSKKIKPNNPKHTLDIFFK
#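 Inhibition of 10 nM Pol kappa is measured by a fluorescent read-out at 0 and 10 min following addition of 50 nM substrate (final), with a 15-min room-temperature compound preincubation.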
# Pol eta inh: DNA polymerase eta (human) inhibition | Q9Y253 | recombinant Pol eta, fluorescent DNA replication assay | Potency, µM (doses to about 114 µM), for the others: top-dose activity change, negative = inhibition, most hits filed as inhibitors | 390,000 tested, 1.2% active; note: potency is the fitted concentration of half-maximal effect; % is set by controls: 0 for no effect and ±100 for the full control effect
#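 Pol eta at 10 nM preincubated with compounds 15 min at room temperature; reaction started with fluorescent substrate (50 nM final) and read kinetically at 0 and 10 min.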
# APEX1 inh: inhibitors of human APE1 endonuclease. P27695. recombinant APE1, TAMRA/BHQ-2 abasic DNA cleavage fluorescence. Potency, µM (titrated, usually from 65.8 µM), for the others: at the top dose activity change, negative = inhibition, usual class: inhibitors. 350,000 tested, 0.35% active;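 note: potency is the fitted concentration of half-maximal effect; plate controls were vehicle for no effect and reference inhibitor for full effect; nearly all actives have a fitted effect of over 55% in size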
#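 Substrate: short duplex with […] THF abasic site, 5'-TAMRA and 3'-BHQ-2, 50 nM final. APE1 at 0.75 nM, preincubated 15 min RT with compound. Fluorescence increase from first to third read measured activity.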
# Pol beta inh: blocks human DNA polymerase beta activity | P06746 | 340,000 tested, 1.3% active | Pol beta primer extension/strand displacement, fluorescence kinetic | Potency, µM (series often up to 114 µM), inactives show top-dose activity change, negative = inhibition, actives largely listed as inhibitors; note: potency is the fitted concentration of half-maximal effect; % is set by controls: 0 for no effect and ±100 for the full control effect
#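 Enzyme-only controls used 10 nM Pol beta; buffer lacking enzyme served as negative control. Compound preincubated 15 min, then 50 nM substrate added; 0 and 10 min reads at room temperature.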
# ERG Ets-DNA blk: inhibitors of human ERG Ets domain-DNA interaction; 370,000 tested, 0.028% active; P11308; fluorescence polarization, His-ERG Ets domain / labelled DNA; Potency, µM (titrated, usually from 76.9 µM), inactives show at the top dose FP activity, negative = inhibition, hits mostly inhibitors; active = well fitted inhibition curve with a large enough effect in the polarisation, with a control signal flat; inconclusive = small, poorly fitted or top-dose-only effect, or effect the other way, or a change in a side signal; inactive = no such curve, though single readings can be large or run the other way; the % refers to the polarisation;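 note: polarization taken with two DNA probes labelled with fluorescein and Texas red; potency is the fitted concentration of half-maximal effect; % of control where 0% means no effect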
#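 His-tagged ERG Ets domain (1 uM in the protein solution; 300mM KCl, 50mM Tris-HCl, 1mM EDTA, 1mM DTT, pH 7.5) received compound, then a probe mix of 5 nM fluorescein-DNA and 100nM Texas-615-DNA. Fluorescence polarization was read for both dyes.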
# Anesthetic bind: candidate novel general anesthetic via apoferritin binding; P02791; apoferritin/1-aminoanthracene competitive binding, fluorescence; Potency, µM (series often up to 77.5 µM), for inactives: at the highest dose activity change, negative = displacement, hits mostly inhibitors; 350,000 tested, 0.074% active; note: potency is the fitted concentration of half-maximal effect; % is set by controls: 0 for no effect and ±100 for the full control effect; nearly all actives have a fitted effect of over 20% in size
#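 Steps: apoferritin (10 uM) was premixed with half-saturated 1-AMA in PBS, compounds were pin-transferred, plates stood 10 min at room temperature, fluorescence was read at 380/535 nm, and curves were fitted with a Hill equation.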
# RGS4 inhibitor: inhibitors of human regulator of G protein signaling 4 | Transcreener GDP fluorescence polarization, RGS4-accelerated GTP hydrolysis | 390,000 tested, 0.039% active | Potency, µM (doses to about 114 µM), inactives show at the highest dose activity change, negative = inhibition, usual class: inhibitors | P49798; note: potency is the fitted concentration of half-maximal effect; % is set by controls: 0 for no effect and ±100 for the full control effect; nearly all actives have a fitted effect of over 75% in size; some results filed as inactive show a strong effect at the top dose
# Target sequence (P49798 whole entry, looked up): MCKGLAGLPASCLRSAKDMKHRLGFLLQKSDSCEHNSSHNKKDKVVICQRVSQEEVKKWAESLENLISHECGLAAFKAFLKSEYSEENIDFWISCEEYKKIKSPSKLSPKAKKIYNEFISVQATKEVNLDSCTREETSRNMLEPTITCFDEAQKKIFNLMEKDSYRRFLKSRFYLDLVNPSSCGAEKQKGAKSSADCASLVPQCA
#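 MLSMR compounds (23 nl, pin-transferred) preincubated 10 min at room temperature with a 500nM (2x) first reagent, then RGS4 at 900nM (2x) plus Transcreener GDP mix added; fluorescence polarization (620/688 nm) read before and after 90 min at 30 °C.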
# 12-LOX inh: blocks human arachidonate 12S-lipoxygenase | purified 12hLO, xylenol orange hydroperoxide absorbance | P18054 | 580,000 tested, 1.1% active | Potency, µM (top dose mostly 108 µM), inactives show at the top dose activity change, negative = inhibition, usual class: inhibitors; note: potency is the fitted concentration of half-maximal effect; % is set by controls: 0 for no effect and ±100 for the full control effect
#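 Purified human 12hLO at 150 nM in 25 mM Hepes, 0.01% Triton X-100, pH 7.0, preincubated 15 min at room temperature with compound. Reaction started with 40 uM arachidonic acid, 30 min at room temperature. Hydroperoxide measured by Fe-xylenol orange, 573/405 nm absorbance ratio.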
# Starred values were filed as active, the others as inactive; ? = inconclusive; . = no result given; & = joins results of further samples; ! = a repeat was not active; [ ] = dose if it differs, or a comment. Unless noted, calls come from the whole dose curve; as a rule, active = well fitted curve in the direction sought with a large enough effect; inconclusive = small, poorly fitted or top-dose-only effect, or another doubt; inactive = no such curve, though single readings can be large; an effect the other way counts as inactive or inconclusive. The list is partial (hit frequency here may not be typical).
SMILES,LDHA inh,POLK inh,Pol eta inh,APEX1 inh,Pol beta inh,ERG Ets-DNA blk,Anesthetic bind,RGS4 inhibitor,12-LOX inh
CN(Cc1ccccc1)C(=O)CN(c1ccc(F)cc1)S(=O)(=O)c1ccc2c(c1)OCCO2,-5,-7%,-17%,1%,-24%,-8%,64%[activator],1%,0%
Cc1ccc(C)c(NC(=O)CSc2nnc(CCCCCNC(=O)OC(C)(C)C)o2)c1,-5,-6%,-8%,-1%,-4%,7%,-17%,-32%,0%
CCCC(=O)NCCCc1nc2ccccc2n1C(C)C,-5,-14%,-5%,-7%,-1%,2%,3%,11%,20%[57.4 µM]
COc1ccc(NC(=O)Cn2nnc(C(=O)Nc3ccc(F)c(Cl)c3)c2N)cc1OC,5&-17,-8%&11%,-1%&-9%,9%,32%&35%,10%&-9%,-2%&0%,60%&-36%[activator],5%&-25%
Cc1ccc(CN2C(=O)CCC2C(=O)N2CCN(c3ccc(F)cc3)CC2)cc1 (centres undefined),-3,-2%,-15%,2%,1%,4%,-9%,-14%,-2%
O=C(NCc1nnc(SCc2ccc(F)cc2)n1-c1ccccc1)C12CC3CC(CC(C3)C1)C2,-6,-3%,-12%,2%,-8%,-3%,3%,-2%,-10%
COc1ccc(Cl)cc1NC(=O)CCN1C(=O)c2ccccc2Sc2ncccc21,-6,?,-3%,.,?,5%,-9%,-7%,?
CCc1ccccc1N(C(=O)c1snc(C(N)=O)c1N)C(C(=O)NCC1CCCO1)c1ccc(N(C)C)cc1 (centres undefined),0,-2%,-13%,14%,26%,11%,-5%,-11%,-16%
O=C(N=C1SC2CS(=O)(=O)CC2N1c1ccc(F)c(Cl)c1)C1CCCO1 (centres undefined),0,-1%,-8%,43%[activator],37%,-13%,7%,-10%,-1%
Cc1ccc(N2C(=O)N(c3ccc(C)cc3)C3CS(=O)(=O)CC32)cc1 (centres undefined),-2,8%,-14%,8%,-22%,2%,-11%,-2%,0%
CCOC(=O)c1c(NC(=O)CSc2ncnc3ccccc23)sc(C(C)=O)c1C,-5,-1%,-8%,7%,-17%,-1%,1%,-1%,-1%
COC(=O)c1cc2sc(C)cc2n1Cc1cccc(OC)c1,11&-8,0%,.,.,0%,8%,55%[activator],26%,?
Cc1cccc(NC(=O)CN2CCN(C(=O)c3cncn3-c3ccc(F)cc3)CC2)c1C,-8,0%,-8%,-5%,.,-4%,.,9%,0%
O=C(NC1CCCC1)c1ccc(CSc2nc3cccnc3n2Cc2cccc(F)c2)cc1,-2,-3%,-16%,.,2%,-2%,-3%,3%,-5%
Cc1[nH]c(=O)[nH]c(=O)c1S(=O)(=O)N1CCCC(C(=O)NCCC2=CCCCC2)C1 (centres undefined),-6,-7%,-2%,1%,28%,0%,-7%,-4%,-19%
Cc1c2cnn(CC(=O)O)c(=O)c2c(C)n1Cc1ccccc1,0,-12%,-11%,-2%,19%,-3%,2%,-6%,8%[57.4 µM]
COC(=O)[C@@]12CCCCN1[C@H](c1ccc(-c3ccc(OC)cc3)cc1)[C@H]1C(=O)N(C)C(=O)[C@H]12,-6,-3%,-1%,3%,.,14%,.,0%,-4%
O=C(Oc1ccccc1)c1ccccc1C(=O)Oc1ccccc1,0,6%,-26%,.,.,2%,.,-16%,27%
COc1ccc(N(CC(=O)Nc2ccc(Cl)cc2)S(=O)(=O)c2c(C)n[nH]c2C)cc1,0,-4%,-13%,2%,2%,8%,-14%,-1%,?
O=P(c1ccccc1)(c1ccccc1)C1CCCO1 (centres undefined),-2,-19%,-11%,12%,-4%,-2%,-14%,14%,-18%
CCC(=O)c1ccc(OCC(O)CN2CCc3ccccc3C2)cc1 (centres undefined),-5,-3%,-17%,-4%,21%,1%,?,-4%,5%
C=C(C)CC(NCCc1ccccc1)c1ccco1 (centres undefined),1,-4%,-8%,15%,-1%,-4%,-17%,12%,0%
COc1cccc(-c2csc(N3CCN(C(=S)Nc4ccccc4)CC3)n2)c1,-5,-6%,-5%,-2%,-1%,.,-6%,-14%,19%
Cc1ccccc1NC(=O)c1sc2nc3c(cc2c1N)CCCC3,-7,6%,.,.,-2%,-1%,0%,-11%,?
Cc1c(/N=C/c2ccco2)n(Cc2ccccc2)c2ccccc12,-1,-9%,-20%,7%,11%,-15%,?,-37%,0%
Cc1ccc(-c2cc(C(=O)N3CCOCC3)c3ccccc3n2)cc1,-1,-2%,?,-2%,?,11%,-8%,-17%,0%
Cc1nc2c(C(=O)O)cnn2c(C)c1Cc1ccccc1,-2,4%[60.1 µM],-25%,.,0%,-7%,1%,-1%,?
CC/C(=N\NC(=O)C(N)=O)c1ccccc1O,5,-15%,-13%,-5%,27%,-2%,3%,24%,-15%
CC(=O)N(C)c1ccc(N=NC2C(=O)N(C(N)=S)N=C2C)cc1 (centres undefined),1,8%,1%,43%,17%,-15%,-24%,-33%,?
Cc1ccc2c(Cl)c(C)c(N3CCCCC3)nc2n1,-9,-9%,-4%,1%,-2%,5%,-11%,28%,0%
C/C(=N\NC(=O)c1ccc2c(c1)OCCO2)c1ccccc1,-9,3%,-24%,-1%,8%,-21%,-8%,17%,0%
O=C1NC(c2ccccc2O)Nc2ccccc21 (centres undefined),1,-13%,-1%,3%,4%,-1%,3%,12%,-5%
O=C(CCNC(=O)OCc1ccccc1)NC1CCCCC1,-6,-6%,-22%,?,-4%,-1%,-9%,9%,-22%
Cc1ccc(C(C)NC(=S)NC2CCCCC2)c(C)c1 (centres undefined),0,8%,-11%,-15%,11%,6%,-11%,9%,?
Cc1ccccc1OC(=O)CCC(=O)OCCCC(F)(F)C(F)(F)F,2,-20%,-9%,-4%,-1%,-6%,-19%,0%,3%
Cc1ccc(S(=O)(=O)N(C)C)cc1NC(=S)NC12CC3CC(CC(C3)C1)C2,-1,-9%[60.1 µM],?,-4%,-11%[57.1 µM],-3%,-12%,-7%[11.4 µM],?
O=C(NCc1ccccc1)C(c1ccccc1)N(Cc1ccc2c(c1)OCO2)C(=O)Cc1cccs1 (centres undefined),-6,-4%,-2%,-4%,-8%,-9%,-2%,-18%,0%
Cc1oc(-c2cccc(Cl)c2)nc1CN1CCC(C(=O)NC(C)c2ccccc2)CC1 (centres undefined),0,-9%,-19%,.,2%,-8%,-14%,2%,?
CC(C)CC(=O)Nc1ccccc1OCc1cc(=O)n2ccccc2n1,-11,-5%[60.1 µM],-11%,.,17%,1%,2%,2%,-13%
CCOC(=O)N1CCN(C(=O)CSc2nnc(COc3ccccc3)o2)CC1,-2,-7%,-14%,-4%,28%,-14%,7%,0%,439%[activator]
COc1ccc(C(CC(=O)N2CCOCC2)c2c(OC)cc(OC)c3c(-c4ccccc4)cc(=O)oc23)cc1 (centres undefined),0,?,40µM*,32µM*!,35µM*,-2%,-10%&-11%,-1%&-14%,?
C[C@H](NC(=O)Nc1cccc(C(F)(F)F)c1)C(=O)O,-6,-5%,4%,?,0%,-1%,4%,20%,-10%
OC(COC(c1ccccc1)c1ccccc1)CN1CCN(c2cccc(Cl)c2)CC1 (centres undefined),2,4%,-22%,8%,-1%,-10%,86%[activator],9%,-14%
C=CCNC(=O)/C(C#N)=C\c1cc(Cl)c(O)c(OCC)c1,25,-4%,-14%,-1%,0%,.,-11%,-29%,4%
CCN(c1ccccc1)S(=O)(=O)c1cc(C(=O)Nc2ccc(Br)cc2)ccc1F,-3&-3,-17%,-20%&-9%,6%,14%&-1%,2%&10%,33%&8%[activator],-9%&4%,0%&0%
O=C(c1ccco1)N1CCN(C(=O)c2ccccc2[N+](=O)[O-])CC1,-7,-17%,-9%,5%,-2%,-1%,-4%,6%,-14%
COc1ccc(Cl)cc1NC(=O)CN1C(=O)CSC1=O,-4,5%,-8%,14%,25%,3%,-13%,17%,0%
CCCC(C)C(=O)Nc1cc([N+](=O)[O-])ccc1F (centres undefined),-2,-19%,-10%,1%,-26%,-1%,?,-5%,-21%
CCOc1ccc(/C=N/NC(=O)c2ccccc2C)cc1CN1CC2CC(C1)c1cccc(=O)n1C2 (centres undefined),-3,2%,-22%,1%,.,7%,.,3%,-19%
Cc1cc(/C=C2/NC(=O)NC2=O)c(C)n1C,-2,-3%,-17%,30%[activator],16%,-3%,-10%,-13%,-16%
Cc1c(C(=O)OCC(=O)NCc2ccco2)cccc1[N+](=O)[O-],-7,-30%,25µM*,?,.,-15%,.,-21%,?
Cc1ccc(CN2CCN(C3CCNCC3)C(=O)C2=O)cc1,2,1%[60.1 µM],-5%,.,-3%,-3%,-3%,9%,-7%

# Looked up above.
# 12-LOX inh with CCOC(=O)c1c(NC(=O)CSc2ncnc3ccccc23)sc(C(C)=O)c1C : -1%
# RGS4 inhibitor with CCCC(C)C(=O)Nc1cc([N+](=O)[O-])ccc1F (centres undefined) : -5%
